ERG-DNA inh: blocks human ERG Ets domain binding to DNA | P11308 | fluorescence polarization, His-ERG Ets domain / labelled DNA | Potency, µM (top dose mostly 76.9 µM), for inactives: top-dose FP activity, negative = inhibition, hits mostly inhibitors | 370,000 compounds, 0.028% hits | AID 624246; active = well fitted inhibition curve with a large enough effect in the polarisation, with a control signal flat; inconclusive = small, poorly fitted or top-dose-only effect, or effect the other way, or a change in a side signal; inactive = no such curve, though single readings can be large or run the other way; the % refers to the polarisation;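 also: polarization taken with two DNA probes labelled with fluorescein and Texas red; potency is read from the fitted curve at half-maximal effect; % of control where 0% means no effect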
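His-tagged ERG Ets domain (1 uM in the protein solution; 300mM KCl, 50mM Tris-HCl, 1mM EDTA, 1mM DTT, pH 7.5) received compound, then a probe mix of 5 nM fluorescein-DNA and 100nM Texas-615-DNA. Fluorescence polarization was read for both dyes.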
Vif-APOBEC3F blk: blocks the Vif interaction with APOBEC3F | HeLa A3F-eYFP + Vif (tagged APOBEC3F with the HIV-1 protein that degrades it), YFP fluorescence increase | Potency, µM (doses to about 46.1 µM), without a hit: at the top dose activity, negative = active | 390,000 compounds, 0.2% hits | AID 602313; also: potency is read from the fitted curve at half-maximal effect; % of control where 0% means no effect; nearly all actives have a fitted effect of over 65% in size
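Fluorescence increase (Ex 488/Em 500-530) after overnight compound treatment at 37 deg C flags inhibition of Vif-driven A3F-eYFP loss in stable HeLa A3F-eYFP/Vif cells seeded overnight beforehand.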
RGS4 inhibitor: human RGS4 inhibition | P49798 | Transcreener GDP fluorescence polarization, RGS4-accelerated GTP hydrolysis | Potency, µM (highest dose often 114 µM), for inactives: at the top dose activity change, negative = inhibition, most hits filed as inhibitors | 390,000 compounds, 0.039% hits | AID 504845; also: potency is read from the fitted curve at half-maximal effect; % is scaled to controls: 0 for no effect and ±100 for the full control effect; nearly all actives have a fitted effect of over 75% in size; some results filed as inactive show a strong effect at the top dose
Target sequence (P49798 whole entry, looked up): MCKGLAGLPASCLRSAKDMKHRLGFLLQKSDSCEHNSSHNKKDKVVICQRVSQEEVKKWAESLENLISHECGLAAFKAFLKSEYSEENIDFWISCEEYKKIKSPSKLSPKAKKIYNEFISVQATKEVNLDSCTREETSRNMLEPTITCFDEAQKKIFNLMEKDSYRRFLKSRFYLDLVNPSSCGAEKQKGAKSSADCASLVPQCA
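MLSMR compounds (23 nl, pin-transferred) preincubated 10 min at room temperature with a 500nM (2x) first reagent, then RGS4 at 900nM (2x) plus Transcreener GDP mix added; fluorescence polarization (620/688 nm) read before and after 90 min at 30 °C.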
12-LOX inh: inhibitors of human 12S-lipoxygenase ALOX12; P18054; purified 12hLO, xylenol orange hydroperoxide absorbance; Potency, µM (highest dose often 108 µM), without a hit: top-dose activity change, negative = inhibition, hits mostly inhibitors; 580,000 compounds, 1.1% hits; AID 1671190; also: potency is read from the fitted curve at half-maximal effect; % is scaled to controls: 0 for no effect and ±100 for the full control effect
Target sequence (P18054 whole entry, looked up): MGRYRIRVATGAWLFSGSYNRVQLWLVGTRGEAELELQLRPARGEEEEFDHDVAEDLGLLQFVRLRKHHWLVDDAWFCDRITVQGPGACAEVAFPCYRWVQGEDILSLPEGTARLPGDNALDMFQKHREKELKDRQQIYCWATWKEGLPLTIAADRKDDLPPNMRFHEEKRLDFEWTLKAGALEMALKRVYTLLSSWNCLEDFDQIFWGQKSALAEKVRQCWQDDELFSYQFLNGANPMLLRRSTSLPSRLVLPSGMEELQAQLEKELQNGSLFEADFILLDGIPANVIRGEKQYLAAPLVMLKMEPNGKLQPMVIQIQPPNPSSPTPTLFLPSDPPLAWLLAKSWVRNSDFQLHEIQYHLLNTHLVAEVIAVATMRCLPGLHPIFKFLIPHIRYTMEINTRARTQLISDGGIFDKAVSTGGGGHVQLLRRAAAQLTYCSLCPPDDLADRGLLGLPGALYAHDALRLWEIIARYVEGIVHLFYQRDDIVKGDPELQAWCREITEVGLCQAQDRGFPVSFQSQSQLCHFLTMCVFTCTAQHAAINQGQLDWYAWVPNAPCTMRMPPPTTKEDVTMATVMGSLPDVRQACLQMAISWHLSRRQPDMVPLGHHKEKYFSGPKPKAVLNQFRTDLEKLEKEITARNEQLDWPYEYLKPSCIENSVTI
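Purified human 12hLO at 150 nM in 25 mM Hepes, 0.01% Triton X-100, pH 7.0, preincubated 15 min at room temperature with compound. Reaction started with 40 uM arachidonic acid, 30 min at room temperature. Hydroperoxide measured by Fe-xylenol orange, 573/405 nm absorbance ratio.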
Vif-APOBEC3G blk: inhibitors of Vif-APOBEC3G interaction. 410,000 compounds, 0.076% hits. Potency, µM (top dose mostly 46.1 µM), for the others: at the highest dose activity, negative = active, usual class: inhibitors. HeLa A3G-eYFP + Vif (tagged APOBEC3G with the HIV-1 protein that degrades it), YFP fluorescence, overnight. AID 602310. Q9HC16;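 also: potency is read from the fitted curve at half-maximal effect; % is scaled to controls: 0 for no effect and ±100 for the full control effect; nearly all actives have a fitted effect of over 60% in size; hits raise eYFP signal because A3G escapes Vif-driven loss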
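Read-out is eYFP fluorescence (Ex 488/Em 500-530) from Vif-expressing HeLa A3G-eYFP cells; more signal means A3G escaped Vif-mediated degradation. Cells plated overnight, compound pinned in, incubated overnight at 37 deg C.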
D2 antag: antagonizes the human D2 dopamine receptor | AID 485344 | P14416 | HEK293 TREx D2 cells, calcium flux, dopamine EC80 | 340,000 compounds, 2% hits | inhibition, % at 10 µM; in the data active = inhibition above about 30%; also: 0% is about no effect
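Compounds are added to dye-loaded, induced HEK293 T-REx cells coupled to calcium release via D2; after a 3 min kinetic read an EC80 dopamine stimulus is given and fluorescence is recorded for 3 more min.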
LDHA inh: blocks human lactate dehydrogenase A; activity change, % (values are at about 110 or 230 µM); purified LDHA, NADH/diaphorase-resazurin fluorescence; stronger effect = lower value; 480,000 compounds, 0.15% hits; P00338; AID 1347041; in the data active = activity change below about -30%; inconclusive = mostly about -25% to -30%;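 also: plate controls were DMSO wells for no effect and wells without enzyme for full effect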
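Enzyme activity of human lactate dehydrogenase 5 (2 nM; 0.06 mM NADH, 0.2 mM pyruvate, 5 min, RT) is measured via a resazurin/diaphorase fluorescence readout of residual NADH.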
Glioma ERSR ind: induces the endoplasmic reticulum stress response in human glioma cells; Potency, µM, for inactives: at the top dose activation, hits mostly activators; U87-MG GRP78 promoter luciferase reporter, 16 h; 420,000 compounds, 0.02% hits; AID 602332; also: potency is read from the fitted curve at half-maximal effect; series mostly up to about 76 µM; % of control where 0% means no effect; nearly all actives have a fitted effect of over 35% in size
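Stably transfected U87-MG human glioma cells carrying a GRP78-based luminescent sensor were seeded at 1000 cells/well, pin-dosed with compounds and incubated 16 h. Luciferase reagent was then added, and end-point luminescence was read after 10 min at room temperature.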
D2 agonist: activates the human D2 dopamine receptor | P14416 | HEK293 T-REx D2 cells, calcium flux agonist mode | activation, % at 2 µM | 340,000 compounds, 0.53% hits;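 active = activation over 3 SD above normal in the single-dose calcium agonist read, cut at about 30% in these data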; also: 0% is about no effect
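In this primary screen, compounds producing a positive calcium signal within 180 s of addition to tetracycline-induced, force-coupled HEK293 Trex D2 cells are flagged; cells are dye-loaded with a no-wash calcium kit beforehand.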
* hit, by the source's call; ? = inconclusive; . = no result given; & = joins results of further samples; [ ] = dose if it differs, or a comment. Unless noted, calls follow the shape of the dose curve; as a rule, active = well fitted curve in the direction sought with a large enough effect; inconclusive = small, poorly fitted or top-dose-only effect, or another doubt; inactive = no such curve, though single readings can be large; an effect the other way counts as inactive or inconclusive. A portion of the library, so the mix of outcomes need not match the whole.

SMILES	ERG-DNA inh	Vif-APOBEC3F blk	RGS4 inhibitor	12-LOX inh	Vif-APOBEC3G blk	D2 antag	LDHA inh	Glioma ERSR ind	D2 agonist
COc1cccc(CN2CC(C(=O)NCCCc3ccc(C)cc3)CCC2=O)c1 (centres undefined)	26%	-2%	-30%[56.9 µM]	10%	2%	16	0	8%	0.3
COc1ccc(OC)c(NC(=O)c2cccc(S(=O)(=O)N3CCN(C(C)=O)CC3)c2)c1	-5%	-7%	-22%	4%	-3%	-16	4	-4%	-0.2
O=C(COC(=O)c1cccc(Cl)c1)Nc1ccc2[nH]c(=O)[nH]c2c1	13%	2%	-11%	18%	2%	26	-1	-4%	1.4
Cc1ccc(-c2nn(CC(=O)Nc3cccc(C(F)(F)F)c3)c(=O)c3ccccc23)cc1	0%	0%	0%	-27%&-17%	-4%	.	7&-1	-3%	.
COc1ccc(S(=O)(=O)N(Cc2ccccc2)c2ccccc2C(=O)Nc2ccccc2C(=O)NCc2ccco2)cc1	-1%	-1%	-7%	-2%	1%	-9	-1	-1%	3.1
CCn1nccc1C(=O)Nc1cc(Cl)ccc1Cl	9%	0%	-2%	402%[activator]	3%	-22	0	1%	-0.4
COC(=O)c1cc(Br)c(=O)n(Cc2ccc(C(=O)O)cc2)c1	-6%	.	13%	-12%	1%	0	-5	0%	0.3
COc1cc2c(C#N)c(N3CCc4ccccc4C3)nc(N)c2c(N)n1	-1%	1%	14%[11.4 µM]	-6%	-27%	5	22	5%	4.3
Cc1cc(C)nc(NC(=O)CN2C(=O)c3ccccc3C2=O)n1	-4%	-16%	15%	0%	3%	11	-6	-1%	0.3
CC(=O)c1ccc(O[C@@H]2O[C@H](CO)[C@@H](O)[C@H](O)[C@H]2O)cc1	-4%	-3%	-10%	.	0%	.	0	-1%	.
CCOC(=O)N=Nc1c(O)n(CC)c2ccccc12	-2%	-11%	1%	4%	1%	-7	-7	-3%	-1.2
CCc1nc(SCc2ccc([N+](=O)[O-])cc2)n[nH]1	7%	4%	5%	0%	0%	.	-6	1%	.
CC(C)CC(NC(=O)c1ccc(Cl)cc1)C(=O)OCc1cc([N+](=O)[O-])cc2c1OCOC2 (centres undefined)	16%	9%	10%	?	1%	-9	-1	-5%	-0.8
CCOc1ccc(NS(=O)(=O)c2c(C(=O)N3CCCCCC3)c(C)n(C)c2C)cc1	-8%	-11%	-11%[56.9 µM]	-4%	-1%	-21	-2	-2%	0.3
O=C(CC1Sc2ccccc2NC1=O)Nc1cccc(C(=O)O)c1 (centres undefined)	-1%	3%	-26%	11%[57.4 µM]	-6%	7	-3	3%	1.6
N#C/C(=C\c1cccnc1)c1ccccn1	14%	1%	9%	-24%	-6%	-12	-1	9%	-0.9
O=C(CSc1nc2ccccc2c(=O)n1-c1ccccc1)NC(=O)CN1CCCC1=O	-7%	1%	-11%	-1%	2%	-8	-5	-4%	1.5
Cc1cc(-c2nnc3n2N=C(c2ccccc2Br)CS3)n[nH]1	2%	0%	-37%	?	1%	-11	1	-8%	-0.9
COc1ccc(NC(=O)c2cccc(N3C(=O)C4C5C=CC(C5)C4C3=O)c2)cc1 (centres undefined)	8%	-3%	11%	1%	1%	22	-7	-2%	0.4
O=[N+]([O-])c1cccc(/C=N/Nc2cc(N3CCOCC3)ncn2)c1	-11%	-25%	-21%	20%	-4%	25	0	2%	0.8
CCN(CCCNC(=O)c1cc2c(=O)n(C)c3ccccc3c2s1)Cc1ccccc1	9%	-7%	-12%	2%	8%	.	-4	0%	0.5
Cc1ccc(OCC(=O)Nc2ccc3nn(-c4ccc(C)cc4)nc3c2)cc1	0%	0%	5%	?	-2%	.	-1	-4%	-0.3
COc1cc(OC)cc(C(=O)NCC(=O)OCC(=O)NC(C)(C)C)c1	-5%	-11%	15%	-8%	-1%	-6	0	-4%	0.5
CCN(c1ccccc1)S(=O)(=O)c1ccc(C(=O)NCC(c2ccccc2OC)N2CCCC2)cc1 (centres undefined)	-3%[15.4 µM]	-7%	8%	1%	-25%	.	-11	0%	.
Cc1ccc(N=Nc2ccc(N)cc2C)c(S(N)(=O)=O)c1	-7%	-23%	?	?	-4%	-10	-5	9%	0.6
O=C(Nc1ccccn1)c1ccc([N+](=O)[O-])cc1Cl	-9%	3%	7%	-14%	2%	11	-8	?	-0.8
CCC(=O)N1CCCC(C)(C(=O)NS(=O)(=O)c2ccccc2Cl)C1 (centres undefined)	.	.	.	?	-5%	.	-7	-2%	.
COc1ccccc1NC(=O)c1ccc([N+](=O)[O-])o1	6%	-4%	28%	?	?	.	11	-1%	.
COc1cc(NS(=O)(=O)c2ccc(OC)c(C)c2C)c(OC)cc1Cl	12%	-15%	13%	-2%	?	16	1	-7%	0.7
Cc1ccc(-c2nc3sccn3c2Nc2ccc(C)c(C)c2)cc1	-6%	-5%	4%	?	-1%	.	-4	2%	-0.9
CNCc1cn2cc(Cl)ccc2n1	-1%	-12%	?	-3%	0%	-1	9	-3%	-0.1
O=c1c2c3c(sc2nc2n1CCCC2)CCC3	.	-6%	-7%	5%	1%	7	-2	0%	0.0
CC(OCCN1CCCC1)(c1ccc(F)cc1)c1ccc(F)cc1	4%	-1%	?	?	1%	73*	0	-4%	1.2
Cc1ccc(C(=O)N/N=C\c2cccs2)cn1	1%	-2%	-17%	8%	0%	-1	-3	1%	-0.4
Cc1ccccc1N(CC(=O)NCc1ccncc1)S(C)(=O)=O	.	-2%	5%	-5%	-1%	-17	-2	-4%	-0.9
O=C(CN1CCCC1=O)NC1(C(F)(F)F)NC(=O)N(Cc2ccccc2)C1=O (centres undefined)	.	-9%	-5%	1%	-5%	0	-8	-1%	-0.6
COC(=O)c1ccc(CNC(=O)COC(=O)/C=C/c2ccc(OC)c(OC)c2)cc1	-1%	7%	29%	?	0%	.	-5	-3%	.
CCOC(=O)c1ccc(NC(=O)CCNS(=O)(=O)c2cccs2)cc1	-1%	15%	-25%	-2%	1%	-6	-3	3%	-0.9
CCOC(=O)c1ccc(N2C(=O)CC(N(C)CCc3ccc(OC)c(OC)c3)C2=O)cc1 (centres undefined)	-6%	0%	24%	?	-7%	3	-1	0%	-0.1
CCCCOc1ccccc1C(=O)N(Cc1sccc1C)C1CCS(=O)(=O)C1 (centres undefined)	-1%	.	-19%	-17%	.	.	-10	.	2.0
Cc1ccc(NC(=O)CN2C(=O)NC(Cc3c[nH]c4ccccc34)C2=O)cc1S(=O)(=O)N1CCCCC1 (centres undefined)	-7%	4%	-32%	-12%	0%	-16	1	-5%	-0.5
CCC12C(=Nc3c(Cl)cccc31)C[C@@H]1CCN3C(=O)CCC[C@H]2[C@H]13 (some centres undefined)	0%	-2%	3%	-5%	-6%&-3%	.	-4	-3%&-1%	.
Cc1nn(C(C)C(=O)N2CCc3ccccc32)c(C)c1[N+](=O)[O-] (centres undefined)	.	-13%	10%	-1%	0%	.	0	-4%	.
CCOC(=O)c1[nH]c(C)c(C(=O)OCC(=O)NC2CCS(=O)(=O)C2)c1C (centres undefined)	4%	2%	-14%	0%	0%	-14	-5	-5%	0.0
COc1ccc(NS(=O)(=O)c2ccc(NS(=O)(=O)c3cccc(C(=O)O)c3)cc2)cc1	-15%	-8%	-10%	-8%	0%	-25	-6	-3%	0.2
Cc1ccc(NC(=O)c2oc3ccc(S(=O)(=O)N4CCOCC4)cc3c2C)c(C)c1	10%&-3%	-8%&8%	-3%&-1%	-1%&-1%	-7%&2%	-16	-5&-3	-1%&-3%	0.0&0.5
COc1ccc(OC)c(NC(=O)NNC(=O)CCCOc2ccc(Cl)cc2C)c1	-6%	15%	-14%	-2%	-2%	-9	-3	-6%	-0.3
O=C(COC(=O)c1ccc(Sc2ccccc2)c([N+](=O)[O-])c1)NC1CCCc2ccccc21 (centres undefined)	7%	-4%	-27%	?	-1%	-22	-4	1%	-0.3
Cc1ccc(NC(=O)c2ccccc2Cl)c(Cl)c1	-5%	8%	21%	0%	-1%	7	-4	11%	-0.1
Cc1ccc2c(c1)C(=O)CC(O)(C(F)(F)F)O2 (centres undefined)	0%	4%	-22%	.	2%	9	-2	-3%	-0.9
O=C(N/N=C/c1cn(CCOc2ccccc2)c2ccccc12)c1ccncc1	-11%	-2%	-24%	4%	0%	-1	4	0%	1.5
COc1ccc(C(CNC(=O)c2cccc(N(C)C)c2)N2CCCC2)cc1 (centres undefined)	2%	0%	5%	-2%	2%	47*	1	0%	0.1
Cc1ccc(NC(=S)NCCc2ccc(S(N)(=O)=O)cc2)cc1C	-10%	6%	-27%	?	-8%	-3	-12	-4%	-1.1
CCOC(=O)c1sc2nc(C)nc(NCCc3ccc(S(N)(=O)=O)cc3)c2c1C	6%	-2%	7%	-14%	-3%	14	-2	-5%	0.1
O=C(NCC1CCCO1)c1cccc(-n2cnnn2)c1 (centres undefined)	14%	.	0%	0%	-6%	-9	-3	-5%	0.5

High-throughput results: PubChem BioAssay, National Center for Advancing Translational Sciences (NCATS)
